# Screening data: PubChem, Broad Institute
# EWS-Fli block: inhibitors of EWS/Fli oncoprotein transcriptional activity. A673 NR0B1-luciferase reporter, viability-normalised. inhibition, % at 12.6 µM. actives 0.67% (n = 350,000). AID 651661;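 active means mean inhibition of at least 50% after viability correction, with every replicate also passing that limit; inconclusive means mean reaches 50% but only one of two replicates passes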;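 further: firefly luciferase signal divided by Alamar Blue viability fluorescence both relative to DMSO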
# ARNT-TACC3 inh: disrupts binding between human ARNT and TACC3; actives 0.66% (n = 390,000); inhibition, % at 9.99 µM; AlphaScreen His-ARNT PAS-B/GST-TACC3 binding, luminescence; TACC3 fragment carries E629A point mutation;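 active means mean inhibition of replicates at least 50% and at least half of replicates each reaching 50%; inconclusive means half or more replicates reach 50% but mean below 50%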;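 further: 0% = complete ARNT plus TACC3 wells and 100% = ARNT alone without TACC3; many hits fall short of the cut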
# DENV2 CPE: inhibitors of DENV2 cytopathic effect. DENV2-infected cells, cytopathic effect rescue, plate reader. CPE inhibition, % at 9.99 µM. actives 1.7% (n = 350,000). AID 651640; in the data active means CPE inhibition above about 20%, passing the limit was not always enough; inconclusive means no clear call, values can overlap the other calls; tested in BHK-21 cells;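 further: 0% = median of neutral control wells and 100% = median of positive control wells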
# LGR2 antag: blocks bursicon-induced cAMP signaling via Drosophila LGR2. HEK293 LGR2, CRE-luciferase, bursicon-stimulated, 4 h. AID 720647. inhibition, % at 9.99 µM. actives 0.35% (n = 380,000);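 active means drop in luminescence signal, shown as inhibition above about 50% in the replicate tests, limit read from the data, passing the limit was not always enough; inconclusive means probably only some replicates passing the limit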;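 further: agonist challenge used bursicon conditioned medium at about half maximal strength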
# SIRT5 inh: blocks human SIRT5 desuccinylation of peptide | Purified SirT5, succinyl-peptide AMC, trypsin-coupled fluorescence | inhibition, % at 15 µM | actives 1.1% (n = 330,000) | AID 652115; in the data active means inhibition above about 15%; inconclusive means no clear call, values can overlap the other calls
# Target sequence (Q9NXA8 whole entry, looked up): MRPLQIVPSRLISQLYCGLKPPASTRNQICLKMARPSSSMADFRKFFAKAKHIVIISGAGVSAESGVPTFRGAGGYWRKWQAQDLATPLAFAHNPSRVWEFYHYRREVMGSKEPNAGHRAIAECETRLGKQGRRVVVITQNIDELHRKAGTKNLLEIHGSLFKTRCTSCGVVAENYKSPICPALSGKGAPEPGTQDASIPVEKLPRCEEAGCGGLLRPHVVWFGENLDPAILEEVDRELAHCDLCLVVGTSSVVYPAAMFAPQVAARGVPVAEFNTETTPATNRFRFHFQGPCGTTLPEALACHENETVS
# PAX8 inh HTS: lowers PAX8-driven luciferase in RMG-I cells. actives 1.2% (n = 360,000). inhibition, % at 12.6 µM. RMG-I TPO-luciferase reporter, SteadyGlo, 24 h;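 active means mean replicate inhibition at least 60% with every replicate also reaching 60%; inconclusive means only one of the two criteria is met; inactive means mean below 60% and not all replicates reaching 60%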;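 further: luciferase light reporting Pax8 driven TPO promoter activity; plate controls were median of neutral control wells for no effect and mitoxantrone controls for full effect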
# CASP6 VEID inh: inhibitors of human caspase-6; purified caspase-6, Z-VEID-R110 cleavage fluorescence; AID 686996; P55212; inhibition, % at 12.5 µM; actives 0.53% (n = 350,000);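 active means mean inhibition across replicates at least about 35%, with every replicate also reaching that limit, limit read from the data; inconclusive means only one of the two criteria met; inactive means neither criterion met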;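 further: 0% = median of neutral control wells and 100% = no fluorescence left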
# Target sequence (P55212 24-179 limits assumed): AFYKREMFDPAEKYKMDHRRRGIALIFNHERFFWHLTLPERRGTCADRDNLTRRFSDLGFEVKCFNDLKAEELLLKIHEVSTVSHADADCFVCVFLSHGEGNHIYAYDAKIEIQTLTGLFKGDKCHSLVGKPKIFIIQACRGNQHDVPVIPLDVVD
# Target sequence (P55212 194-293 limits assumed): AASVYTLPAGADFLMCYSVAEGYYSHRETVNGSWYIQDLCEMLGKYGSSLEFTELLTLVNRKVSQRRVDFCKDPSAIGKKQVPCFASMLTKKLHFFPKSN
# * = called active by the depositor; u = inconclusive; x = not tested or not shown; & = joins results of further samples.
SMILES,EWS-Fli block,ARNT-TACC3 inh,DENV2 CPE,LGR2 antag,SIRT5 inh,PAX8 inh HTS,CASP6 VEID inh
CCC1(c2ccccc2)NC(=O)N(CC(=O)Nc2ccc(N3CCCC3)cc2C)C1=O (stereo not given),7.2,11.3,4.9,-10.8,0.4,11.8,0.0
C[C@H]1CCCCO[C@H](CN(C)CC2CC2)[C@@H](C)CN([C@@H](C)CO)C(=O)c2cc(NC(=O)c3ccncc3)ccc2O1,1.4,-2.1,11.3,-8.4,1.7,-12.8,0.2
C[C@@H]1CCCCO[C@H](CN(C)C(=O)Nc2ccc(C(F)(F)F)cc2)[C@@H](C)CN([C@@H](C)CO)C(=O)c2cc(NC(=O)c3ccncc3)ccc2O1,2.3,0.3,2.4,0.1,8.7,18.8,1.3
COc1ccccc1N(CC(=O)NC1CCCCC1C)S(=O)(=O)c1cccs1 (stereo not given),3.8,-5.8,-4.7,6.9,x,-14.4,0.5
COc1ccc(C(=O)Nc2cccc(C(=O)N3CCCCC3)c2)cc1,x,-4.2,1.1,-2.4,3.3,x,3.2
O=C(N/N=C/c1cccc([N+](=O)[O-])c1)C1CC(=O)N(c2ccc(Br)cc2)C1 (stereo not given),-2.6,-3.0,3.0,-20.0,-1.8,33.4,3.7
Cc1cc(CNC(=O)CC2C(=O)NCCN2CC(c2ccccc2)c2ccccc2)on1 (stereo not given),-1.6,-0.8,-2.3,4.9,-5.4,-4.1,x
CCS(=O)c1scc(-c2ccc(Cl)cc2)c1C#N (stereo not given),-24.4,0.7,-1.0,-14.4,-6.9,-10.6,1.9
O=C(NC(=S)Nc1cc(Cl)ccc1O)c1cccc(Br)c1,13.7,14.5,-0.2,-13.8,1.2,-50.9,2.8
Cc1ccc(C)c(OCC(=O)Nc2ccc(C(=O)O)cc2NC(=O)COc2cc(C)ccc2C)c1,x,-7.9,-3.7,1.4,-2.6,u,13.4
CC(C(=O)NC1CCCc2ccccc21)N1C(=O)C2CCCCC2C1=O (stereo not given),-0.3,-2.9,-4.8,3.1,-7.6,2.7,-4.0
CN1CCN(NC(=O)Nc2ccc([N+](=O)[O-])cc2)CC1,-1.6,-0.4,1.4,1.6,1.1,x,0.3
COc1ccc(S(=O)(=O)NCC2CCCO2)cc1C(=O)O (stereo not given),-5.2,-5.6,-3.7,6.8,-2.9,13.5,-2.0
CCOc1cc(C(C(=O)NCC2CCCO2)N(C(=O)Cn2nnc3ccccc32)c2cccc(OC)c2)ccc1O (stereo not given),0.6,0.4,-3.2,32.5,0.5,-12.2,-0.9
CCOc1ccccc1NC(=O)NC(C)c1ccc2c(c1)OCO2 (stereo not given),-1.6,-0.1,-5.4,13.1,-2.2,1.2,1.5
C[C@@H]1C(=O)O[C@H]2[C@H](O)[C@@]34[C@H]5C[C@@H](C(C)(C)C)[C@]36[C@@H](OC(=O)[C@@H]6O)O[C@@]4(C(=O)O5)[C@@]12O,-2.1,-3.9,-6.0,11.0,-1.7,15.0,0.8
COc1cccc(-c2nc(CS(=O)(=O)CC(=O)NC3CCCCC3C)c(C)o2)c1 (stereo not given),3.0,x,0.1,-7.8,-5.1,2.2,-0.5
N#Cc1cccc(C(=O)C(=O)N2CCN(C(=O)OCc3ccccc3)CC2)c1,-17.4,x,-14.9,7.5,0.1,0.9,1.7
CCN(CC)P(=O)(Nc1ccc(C)cc1Br)c1ccc(N(C)C)cc1NC(=O)c1ccco1 (stereo not given),5.3,2.5,6.5,22.2,-2.6,19.5,1.7
COc1ccc(CNC(=O)C(c2ccccc2F)N(C(=O)c2csnn2)C2CC2)cc1 (stereo not given),1.1,-4.9,-4.2,16.8,2.8,-9.3,-1.5
COc1ccc(OC)c(S(=O)(=O)N2CCN(CC(O)COc3ccccc3)CC2)c1 (stereo not given),2.4,2.4,7.8,8.9,-4.6,1.3,-1.9
O=C(Nc1cccc(F)c1)N1CCCCN2[C@H](CO)[C@H](c3ccc(C#CC4CC4)cc3)[C@@H]2C1,9.1,3.0,-2.0,0.4,-0.6,-8.0,2.6
Cc1ccc(NC(=O)Cn2ccc([N+](=O)[O-])n2)cc1C,3.5,-14.8,4.2,-2.4,0.1,-1.9,2.5
O=C(COC(=O)c1cc(=O)[nH]c2ccccc12)NC1CCCCC1,5.5,7.8,14.9,2.6,-1.2,5.3,0.3

# An excerpt from above with just EWS-Fli block, PAX8 inh HTS and CASP6 VEID inh.
smiles | EWS-Fli block | PAX8 inh HTS | CASP6 VEID inh
COc1ccccc1N(CC(=O)NC1CCCCC1C)S(=O)(=O)c1cccs1 (stereo not given) | 3.8 | -14.4 | 0.5
COc1ccc(C(=O)Nc2cccc(C(=O)N3CCCCC3)c2)cc1 | x | x | 3.2

# More results
SMILES,EWS-Fli block,ARNT-TACC3 inh,DENV2 CPE,LGR2 antag,SIRT5 inh,PAX8 inh HTS,CASP6 VEID inh
COc1ccccc1Oc1cn[nH]c1-c1ccc(O)cc1O,2.6,8.8,u,-7.9,-5.0,1.6,1.8
COc1ccc(C(=O)O/N=C(\N)c2ccc(OC)c(OC)c2)cc1,-116.5,-15.9,4.9,-3.4,9.4,-84.4,-2.4
NC(=O)c1nc(-c2ccccc2)c(-c2ccccc2)[nH]c1=O,2.4,-2.8,5.1,-5.4,1.3,1.2,-2.0
COc1cc(N)c2ncccc2c1Br,-6.7,107.4*,15.2,13.5,x,13.5,92.9*
Cc1cc(Cc2cc(C)c(N)cc2C)c(C)cc1N,0.7,2.9,-1.2,7.6,21.1*,3.3,-5.7
CCOc1cc(Cl)c(S(=O)(=O)NCCCn2ccnc2)cc1Cl,3.6,-0.1,-7.9,6.5,0.5,-2.7,-1.2
Cc1ccc(C)c(S(=O)(=O)NCC(c2ccc3c(c2)OCO3)N2CCOCC2)c1 (stereo not given),-19.2,6.1,-3.0,6.3,-4.1,2.2,-0.2
Cc1noc(C)c1S(=O)(=O)N(C)C[C@H]1OCCCC[C@H](C)Oc2ccc(N(C)C)cc2C(=O)N([C@@H](C)CO)C[C@@H]1C,-7.8,13.1,-1.3,x,-1.5,-3.9,1.6
O=C(CCS(=O)(=O)c1ccc(F)cc1)Nc1nnc(-c2cccs2)o1,0.3,12.3,u,0.0,-1.6,36.1,-1.4
CCOc1ccc(NC(=O)CC2C(=O)N(c3cccc(OC)c3)C(=O)N2C(C)C)cc1 (stereo not given),-10.9,6.1,u,-13.7,-0.3,2.5,-0.6
CCC(=O)Nc1cccc(-c2cc3ccccc3oc2=O)c1,-10.3,0.7,29.9*,-51.1,28.0*,-75.7,-0.1
Cc1c(NS(=O)(=O)c2cccc(C(=O)NCc3ccccc3Cl)c2)c(=O)n(-c2ccccc2)n1C,-6.5,1.4,-0.6,5.7,16.0*,16.2,3.5
CCOc1ccc(CCN2C(=S)N([C@@H](CC(C)C)CN3CCCC3CN3C(=S)NC[C@@H]3Cc3ccc(O)cc3)C[C@@H]2Cc2ccc(O)cc2)cc1 (stereo not given in full),16.9,0.1,31.3*,13.4,x,54.4,-0.6
COc1cccc(OC)c1C(=O)Nc1ccc2c(c1)N(S(=O)(=O)c1cccs1)CCC2,3.7,0.5,-3.6,4.5,-1.8,-0.9,1.2
C[C@@H]1CN([C@@H](C)CO)C(=O)CCCn2cc(nn2)CO[C@H]1CN(C)Cc1cccc2c1OCCCO2,1.9,x,x,7.0,x,2.5,x
OC[C@@H]1CN(Cc2ccc3c(c2)OCO3)C[C@H](n2cnc3c(NCc4ccco4)ncnc32)O1,-8.1,x,-3.6,-8.9,0.4,-17.2,0.6
C[C@@H]1CN([C@@H](C)CO)C(=O)CCCn2cc(nn2)CO[C@H]1CN(C)C(=O)Nc1ccccc1F,-1.3&-3.1&-6.6,-1.7&-4.8,7.8&-0.3&11.7,2.5&1.7,-2.2&-3.3&-2.5,-15.6&-12.6,-2.3&17.5&0.4
COC(=O)NN=C1CCC(c2ccccc2)CC1 (stereo not given),x,-4.8,-4.4,3.1,-3.2,8.6,-1.1
C[C@@H]1CN([C@H](C)CO)C(=O)c2cccc(NC(=O)c3ccc(-c4nccs4)cc3)c2O[C@@H]1CN(C)C(=O)NC1CCCCC1,1.9,9.2,u,2.1,-4.6,x,-0.3
Cn1nc(NC(=O)CC(C)(C)CC(=O)O)c2ccccc21,7.4,-4.3,2.6,2.5,-3.7,23.1,0.3
O=S(=O)(c1ccccc1)n1cc(-c2cccc3nccn23)c2ccccc21,28.5,x,-0.6,1.9,0.2,23.5,0.9
NC(=O)c1nsc(C(=O)N(c2ccc(F)cc2)C(C(=O)NCC2CCCO2)c2c[nH]c3ccccc23)c1N (stereo not given),-5.3,x,4.7,11.2,12.3,-4.1,9.6
CCCCN(C(=O)c1cccc(S(=O)(=O)N(CC)c2ccccc2)c1)c1c(N)n(CCCC)c(=O)[nH]c1=O,-3.5,12.1,-5.5,-4.9,-1.7,-8.1,-2.4
O=S(=O)(NC[C@@H]1[C@H](c2ccccc2)[C@@H](CO)N1CC1CC1)c1ccccc1,4.4,8.0,-8.3,-14.4,-8.3,-18.2,-0.8
CCC(=O)N1[C@@H]2CN(C(=O)c3ccncc3)c3ccccc3[C@@H]2[C@@H]1CO,6.9,1.7,u,-15.3,7.0,-10.1,-1.6
CC(C)N1CCc2c(sc(NC(=O)Cc3ccccc3)c2C(N)=O)C1,-1.8,2.0,7.2,-6.2,4.5,-3.3,0.1
CC(C)(C)S(=O)N1Cc2cc(=O)n(Cc3ccccc3)c(CCO)c2[C@H]1CCO (stereo not given in full),-0.7,-3.8,3.4,-10.9,26.0*,-0.1,1.5
O=C(N/N=C/c1cccnc1)c1ccc(NC(=O)c2ccccc2Cl)cc1,-3.9,17.2,3.7,-5.2,0.1,13.6,2.5
Cc1cccc(OCC(=O)N2CCc3ccccc3C2)c1,-38.9,2.0,-1.8,-23.7,5.6,-15.2,-1.0
CNc1ncc(C(=O)c2ccccc2)s1,x,-2.4,x,-28.1,0.5,-42.2,-0.4
COC(=O)[C@H](C)NC(=O)NCc1ccc(S(N)(=O)=O)cc1,-1.5,0.3,-5.5,-12.1,-4.2,20.2,-0.1
O=C(NCCC1=CCCCC1)c1ccc([N+](=O)[O-])cc1,x,-3.7,x,-10.1,x,-92.6,x
O=C(Nc1ccccc1F)N[C@H]1CC[C@H](CCNC(=O)C2CCCC2)O[C@H]1CO,13.5,-9.1,11.2,-8.1,-7.3,-3.2,-4.3
CN(c1ccccc1)S(=O)(=O)c1cccc(NC(=O)CSc2nccc(=O)[nH]2)c1,6.4,0.9,9.3,8.4,x,-0.7,2.3
Cn1c(O)c(N=NC(=O)CNC(=O)c2ccco2)c2ccccc21,5.5,x,-3.7,5.1,-1.9,15.3,-0.8
Cc1cc(Br)c2nc(-c3ccc(Cl)cc3)c(Cc3cccc(Cl)c3)n2c1,-17.6,x,6.7,9.2,2.7,-1.5,2.5

# Filtered by structure, the entries above containing fluorine.
SMILES,EWS-Fli block,ARNT-TACC3 inh,DENV2 CPE,LGR2 antag,SIRT5 inh,PAX8 inh HTS,CASP6 VEID inh
C[C@@H]1CCCCO[C@H](CN(C)C(=O)Nc2ccc(C(F)(F)F)cc2)[C@@H](C)CN([C@@H](C)CO)C(=O)c2cc(NC(=O)c3ccncc3)ccc2O1,2.3,0.3,2.4,0.1,8.7,18.8,1.3
COc1ccc(CNC(=O)C(c2ccccc2F)N(C(=O)c2csnn2)C2CC2)cc1 (stereo not given),1.1,-4.9,-4.2,16.8,2.8,-9.3,-1.5
O=C(Nc1cccc(F)c1)N1CCCCN2[C@H](CO)[C@H](c3ccc(C#CC4CC4)cc3)[C@@H]2C1,9.1,3.0,-2.0,0.4,-0.6,-8.0,2.6
O=C(CCS(=O)(=O)c1ccc(F)cc1)Nc1nnc(-c2cccs2)o1,0.3,12.3,u,0.0,-1.6,36.1,-1.4
C[C@@H]1CN([C@@H](C)CO)C(=O)CCCn2cc(nn2)CO[C@H]1CN(C)C(=O)Nc1ccccc1F,-1.3&-3.1&-6.6,-1.7&-4.8,7.8&-0.3&11.7,2.5&1.7,-2.2&-3.3&-2.5,-15.6&-12.6,-2.3&17.5&0.4
NC(=O)c1nsc(C(=O)N(c2ccc(F)cc2)C(C(=O)NCC2CCCO2)c2c[nH]c3ccccc23)c1N (stereo not given),-5.3,x,4.7,11.2,12.3,-4.1,9.6
O=C(Nc1ccccc1F)N[C@H]1CC[C@H](CCNC(=O)C2CCCC2)O[C@H]1CO,13.5,-9.1,11.2,-8.1,-7.3,-3.2,-4.3
